Compound activity from PubChem BioAssay.
G9a inh = blocks human histone lysine methyltransferase G9a; Q96KQ7; G9a H3K9 monomethylation, AlphaScreen, 2 h; Potency, µM (titrated, usually from 102 µM), inactives show at the highest dose activity, negative = inhibition, hits mostly inhibitors; 350,000 tested, 8.8% active; further: potency means the concentration at half of the fitted maximal effect; on the % scale 0 is the no-effect control and ±100 the full control effect; nearly all actives have a fitted effect of over 75% in size
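Chemiluminescent proximity detection of H3K9 monomethylation, read after 10 min bead incubation in the dark. Reaction: 20 nM G9a, 500 nM biotin-H3K9 peptide, 20 uM SAM cofactor, 2 h, room temperature, following 15 min enzyme-compound preincubation.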
BAZ2B block = blocks human BAZ2B. Q9UIF8. AlphaScreen BAZ2B-H3K14Ac peptide displacement. Potency, µM (series often up to 114 µM), for inactives: at the highest dose activity change, negative = inhibition, most hits filed as inhibitors. 360,000 tested, 4.4% active. AID 504333; further: potency means the concentration at half of the fitted maximal effect; on the % scale 0 is the no-effect control and ±100 the full control effect; nearly all actives have a fitted effect of over 60% in size
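AlphaScreen displacement of biotin-H3(5-23)K14Ac peptide (50 nM final) from BAZ2B (50 nM final) in PBS pH 7.4, 0.01% Tween-20; complex preformed 30 min RT, then compounds (top 110 uM) 30 min RT, beads 20 min dark.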
PGK inhibitor = T. brucei PGK inhibition | PGK/GAPDH coupled, Kinase-Glo luminescence, 60 min | Potency, µM (doses to about 57.5 µM), without a hit: at the highest dose activity change, negative = inhibition, most hits filed as inhibitors | 380,000 tested, 0.043% active | P07378; further: potency means the concentration at half of the fitted maximal effect; on the % scale 0 is the no-effect control and ±100 the full control effect; nearly all actives have a fitted effect of over 60% in size
Target sequence (P07378 whole entry, looked up): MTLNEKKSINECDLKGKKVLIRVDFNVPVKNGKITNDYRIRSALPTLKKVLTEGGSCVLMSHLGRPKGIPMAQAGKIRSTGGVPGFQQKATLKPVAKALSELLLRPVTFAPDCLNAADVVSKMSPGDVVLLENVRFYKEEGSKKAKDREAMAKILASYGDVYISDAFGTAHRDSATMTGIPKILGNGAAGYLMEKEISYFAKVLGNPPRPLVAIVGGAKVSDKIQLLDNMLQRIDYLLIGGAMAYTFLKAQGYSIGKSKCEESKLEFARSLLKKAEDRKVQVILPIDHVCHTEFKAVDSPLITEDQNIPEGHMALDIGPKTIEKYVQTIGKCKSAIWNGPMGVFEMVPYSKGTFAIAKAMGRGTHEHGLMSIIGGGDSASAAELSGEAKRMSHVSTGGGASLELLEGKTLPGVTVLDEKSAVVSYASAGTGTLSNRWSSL
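Recombinant glycosomal PGK reaction used 1,3-bisphosphoglycerate generated in-well by GAPDH (100nM final) in 100mM TEA pH 7.6, 5mM MgCl2, 0.01% Tween-20. After 60 minutes at room temperature, ATP was read by Kinase-Glo Plus luminescence end-point.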
Pin1 inhibitor = human Pin1 inhibition | Q13526 | 390,000 tested, 0.009% active | Pin1 FP peptide displacement, HiFluor488, 10 min | AID 504891 | Potency, µM (doses to about 115 µM), without a hit: at the highest dose activity, negative = inhibition, actives largely listed as inhibitors; active means well fitted inhibition curve with a large enough effect in the polarisation, with a control signal flat, not every such curve was filed as active; inconclusive means small, poorly fitted or top-dose-only effect, or effect the other way, or a change in a side signal; inactive means no such curve, though single readings can be large or run the other way; the % refers to the polarisation; further: potency means the concentration at half of the fitted maximal effect; on the % scale 0 is the no-effect control and ±100 the full control effect
Target sequence (Q13526 whole entry, looked up): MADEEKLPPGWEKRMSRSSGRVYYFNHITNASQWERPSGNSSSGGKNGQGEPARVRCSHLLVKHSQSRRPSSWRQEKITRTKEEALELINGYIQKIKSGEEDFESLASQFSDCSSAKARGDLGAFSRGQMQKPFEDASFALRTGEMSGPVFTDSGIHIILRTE
GLS inh = inhibitors of human glutaminase (GLS); O94925; GLS enzymatic activity, qHTS titration; 410,000 tested, 0.21% active; Potency, µM (series often up to 45.5 µM), for inactives: at the highest dose activity change, negative = inhibition, most hits filed as inhibitors; further: potency means the concentration at half of the fitted maximal effect; on the % scale 0 is the no-effect control and ±100 the full control effect
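Assay buffer: 45 mM KH2PO4 pH 8.2, 0.02% Tween-20. hKGA acts on L-glutamine (1 mM solution added); product glutamate is reported by an oxidase/peroxidase Amplex Red coupling, with fluorescence taken at baseline and 30 min.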
ERG Ets-DNA blk = blocks human ERG Ets domain binding to DNA; fluorescence polarization, His-ERG Ets domain / labelled DNA; Potency, µM (doses to about 76.9 µM), without a hit: at the top dose FP activity, negative = inhibition, hits mostly inhibitors; 370,000 tested, 0.028% active; active means well fitted inhibition curve with a large enough effect in the polarisation, with a control signal flat; inconclusive means small, poorly fitted or top-dose-only effect, or effect the other way, or a change in a side signal; inactive means no such curve, though single readings can be large or run the other way; the % refers to the polarisation;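 further: polarization taken with two DNA probes labelled with fluorescein and Texas red; potency means the concentration at half of the fitted maximal effect; % of control where 0% means no effect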
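His-tagged ERG Ets domain (1 uM in the protein solution; 300mM KCl, 50mM Tris-HCl, 1mM EDTA, 1mM DTT, pH 7.5) received compound, then a probe mix of 5 nM fluorescein-DNA and 100nM Texas-615-DNA. Fluorescence polarization was read for both dyes.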
PI4K2A inh = inhibitors of human PI4K2A | 420,000 tested, 0.13% active | purified PI4K2A, ADP-Glo luminescence, 1 h; stronger effect = lower value | activity change, negative = inhibition, % at 76.9 µM; in the data active means activity change below about -50%; inconclusive means mostly about -30% to -49%;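 further: -100% = wells without enzyme as full effect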
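Compounds are screened against recombinant PI4K2A using PI as substrate and ATP, the latter dispensed at 300 microM. Reactions run one hour at ambient temperature before ADP-Glo detection; full inhibition defined by wells lacking enzyme.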
HP1b chromo inh = inhibitors of HP1-beta chromodomain binding to methylated histone tails; 390,000 tested, 0.56% active; Potency, µM (doses to about 114 µM), without a hit: at the top dose activity change, negative = inhibition, hits mostly inhibitors; AlphaScreen HP1-beta / biotin-H3K9me3 peptide binding; AID 540317; further: potency means the concentration at half of the fitted maximal effect; nearly all actives have a fitted effect of over 70% in size; inactives centre near 23
Target sequence (P83916 whole entry, looked up): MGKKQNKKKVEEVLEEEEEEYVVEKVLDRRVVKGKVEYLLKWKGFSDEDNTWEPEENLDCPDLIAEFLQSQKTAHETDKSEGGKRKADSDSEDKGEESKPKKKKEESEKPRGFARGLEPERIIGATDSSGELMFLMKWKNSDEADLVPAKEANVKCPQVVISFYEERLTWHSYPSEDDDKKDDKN
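AlphaScreen: HP1-beta (50 nM) preformed 30 min with biotin-H3(1-18)K9me3 peptide (50 nM) in PBS pH 7.4, 0.01% Tween-20. Compound added for 30 min at RT, then streptavidin donor/nickel chelate acceptor beads (10 ug/mL) for 30 min.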
JMJD2A Tudor = inhibitors of human JMJD2A Tudor domain. O75164. 390,000 tested, 4.4% active. AlphaScreen JMJD2A-Tudor / H3K4me3 peptide binding. Potency, µM (doses to about 114 µM), for the others: top-dose activity change, negative = inhibition, most hits filed as inhibitors; further: potency means the concentration at half of the fitted maximal effect; on the % scale 0 is the no-effect control and ±100 the full control effect; nearly all actives have a fitted effect of over 50% in size
Starred values were filed as active, the others as inactive; i = inactive; ? = inconclusive; · = no result given; & = joins results of further samples; ! = not active in a repeat; [ ] = remark or other dose. Unless noted, the call rests on the fitted dose curve; in most records, active means well fitted curve in the direction sought with a large enough effect; inconclusive means small, poorly fitted or top-dose-only effect, or another doubt; inactive means no such curve, though single readings can be large; an effect the other way counts as inactive or inconclusive. This is a subset, so the mix of outcomes need not match the whole.

SMILES	G9a inh	BAZ2B block	GLS inh	PGK inhibitor	JMJD2A Tudor	PI4K2A inh	ERG Ets-DNA blk	Pin1 inhibitor	HP1b chromo inh
O=C1C=C2C=C[C@H]3C[C@]2(O1)[C@@H]1CCCCN13	-8%	3%	12%	-6%	-11%	-2	-5%	2%	30%
O=c1cccc2n1CC1CC2CN(c2ncnc3c2cnn3-c2ccc(Cl)cc2)C1 (stereo not drawn)	?	-1%	7%	1%	-13%	3	-1%	-3%	23%
CCN1CCN(Cc2cc(OC)c(OC)cc2[N+](=O)[O-])CC1	·	?	2%	-5%	-17%	-1	-4%	-1%	36%
Cc1ccc(OP(=O)(O)Oc2ccc(C)cc2)cc1	·	·	-1%	2%	-6%	0	0%	3%	35%
Clc1ccc(N2CC2c2ccncc2)cc1 (stereo not drawn)	18%	-2%	35%[activator]	-4%	-14%	4	5%	-8%	59%[activator]
O=S(=O)(c1ccccc1)N1CCN2CCCC2C1 (stereo not drawn)	-8%	-5%	3%	4%	-8%	1	14%	-10%	27%
CN(C)C1=NC(N(C)C)=NP(N(C)C)(N(C)C)=N1	-5%[59 µM]	4%	-14%	-16%	-5%	5	-6%	-5%	17%
C[C@H]1CCC/C=C/C2C[C@H](O)CC2[C@H](O)/C=C/C(=O)O1 (stereo partly drawn)	12%	6%	1%	9%	-9%	4	2%	9%	38%[activator]
COc1ccc(C(CC(=O)N2CCC3(CC2)OCCO3)NS(=O)(=O)c2ccc(F)cc2)cc1 (stereo not drawn)	-1%[59 µM]	7%	7%	i	-8%	-2	6%	-2%	39%[activator]
CCn1c(O)c(C=Nc2ccc(S(N)(=O)=O)cc2)c(=O)n(CC)c1=S	?	-35%	2%	-8%	2%	4	25%	?	19%
CCOc1ccc(NC(=O)c2c(C)nn(Cc3ccccc3)c2Cl)cc1	?	4%	1%	i	-7%	0	-8%	-3%	24%
COc1ccc(Cl)cc1NC(=O)c1sc2nc3c(cc2c1N)N1CCC3CC1	-8%[59 µM]	5%	-1%	-1%	5%	0	-2%	4%	51%[activator]
CCOP(=S)(OCC)c1ccc(N(C)C)cc1	14%[12.7 µM]	28%	7%	i	11%	2	8%	0%	116%[activator]
Cn1c(=O)c2c(-c3ccccc3)n3c(c2n(C)c1=O)C(c1ccco1)Nc1ccccc1-3 (stereo not drawn)	?	-3%	-4%	i	-11%	4	-6%	3%	49%[activator]
COC(=O)C1C(O)CC2CCC1N2C (stereo not drawn)	·	·	-10%	3%	-7%	-1	-14%	1%	46%[activator]
COc1ccc(OC)c(C(c2c(O)c3ccccc3oc2=O)c2c(C)n(C)n(-c3ccccc3)c2=O)c1 (stereo not drawn)	-46%	1%	0%&3%	-3%	-13%&-7%	-4&2	-14%&0%	9%&-2%	13%&32%
C=C(C)Cn1c(=O)n(CC2CS2)c2ccccc21 (stereo not drawn)	6%[59 µM]	-2%	5%	4%	-2%	-5	-1%	-4%	23%
Cc1cc(OCC(=O)N2C[C@H]3C[C@@H](C2)c2cccc(=O)n2C3)c2c(C)cc(=O)oc2c1	3%[12.7 µM]	0%	0%	-8%	-12%	0	-4%	2%	33%
CN1CCN(Cc2c(F)cccc2Cl)CC1	22µM*	63µM*	-4%	i	10µM*	1	-6%	4%	?
CCN1CC=C(c2c[nH]c3ccccc23)CC1	?	-1%	16%	-5%	-17%	5	-1%	-1%	10%
COc1ccccc1N1C(=O)NC(=O)/C(=C/c2ccc3c(c2)Cc2ccccc2-3)C1=O	?	50µM*	-3%	-16%	79µM*	-20	6%	16%	60%[activator]
COc1ccc(CC(=O)Nc2cc(Cl)ccc2C(=O)O)cc1	-21%	-30%	12%	0%	8%	0	-8%	-7%	41%[activator]
O=C(Cn1ncc2ccsc2c1=O)N1CCC2(CC1)OCCO2	10%[12.7 µM]	-27%	-3%	-4%	-3%	-2	8%	-4%	7%
O=C(c1ccccc1Cl)N1CCC(c2nc3ccccc3s2)CC1	10%[59 µM]	-18%	-8%	-7%	-8%	0	-2%	-2%	43%[activator]
CCCCCCC1CC(C)(C(=O)CNc2nncs2)OC1=O (stereo not drawn)	14µM*	-32%	?	0%	-13%	2	3%	1%	9%
CC1(O)C[C@]2(C)N(O)C3CCCC[C@@H]3N2O1 (stereo partly drawn)	?	6%	9%	-3%	-7%	-7	-7%	-4%	21%
Cc1cc(N(CCCl)CCCl)ccc1C=NNC(=O)c1cccnc1	·	·	-2%	-4%	-28%	1	-10%	1%	14%[57 µM]
CCOC(=O)c1c(N)n(Cc2ccccc2)c2nc3ccccc3nc12	-2%	17%	1%	-4%	-25%	4	10%	10%	26%
O=C1NC(=O)N(c2ccc(Cl)cc2)C(=O)/C1=C/c1coc2ccc(O)cc2c1=O	16µM*	-30%	6%	-4%	100µM*	-17	12%	40%[activator]	-1%
O=P(O)(O)C12CC3CC(CC(C3)C1)C2	?	-4%	-13%	1%	-16%	5	2%	1%	32%
CCCn1ncc(C(=O)O)c1C	-4%[59 µM]	22%	-17%	-4%	-21%[11.4 µM]	-6	-6%	-1%	72%[activator]
CCOC(=O)c1c(C)c(C(=O)N2CCC3(CC2)OCCO3)c(C)n1CC	?	10%	11%	-5%	-12%	1	-8%	4%	22%
Cc1c(C=C2C(=O)N(C)C(=O)N(C)C2=O)c(=O)n(-c2ccccc2)n1C	-5%[59 µM]	5%	-4%	i	-2%	-8	-9%	54%[activator]	39%[activator]
CCOC(=O)[C@@]12C(=O)C(=O)N[C@]1(c1ccccc1)C1OCCCC12 (stereo partly drawn)	3%	3%	2%	i	-5%	6	4%	1%	50%[activator]
CCC1(C)CN(S(=O)(=O)OCC(Cl)(Cl)Cl)C(=O)N1 (stereo not drawn)	10%	5%	1%	8%	-7%	-2	6%	6%	36%
CC(=O)NC(Cc1ccc(N(CCCl)CCCl)cc1)C(=O)NC(C(=O)O)C(C)C (stereo not drawn)	-48%	-38%	1%	i	1%	-4	4%	0%	21%
CCC(COC(=O)c1cc(OC)c(OC)c(OC)c1)(c1ccccc1)N(C)C (stereo not drawn)	-45%[2.33 µM]	-38%&-33%	22%&14%&5%&-6%	-7%&-10%&-6%	50µM*!	4&1&5&0	18%&-7%&-4%	-3%&-1%&0%	-7%&-1%&19%
O=CNc1ccc(OP(=O)(Oc2ccccc2)Oc2ccccc2)cc1	-6%	-3%	-1%	-1%	-7%	-6	-1%	-1%	-7%
O=C(CCC(=O)N1CC2C[C@@H](C1)Cn1c2cccc1=O)NCCc1ccccc1F	19%	-7%	1%	2%	-3%	-1	8%	-1%	30%
O=C1NC(=S)NC(=O)C1Cc1ccccc1O	·	·	0%	3%	3%	-1	·	2%	33%[activator]
CC(CCN1CC1)=NNC(=O)Nc1cccc2ccccc12	·	·	-11%	i	-31%	-1	·	4%	20%
COP(=S)(OC)Oc1ccc(SC)c(C)c1	61%[activator][59 µM]	·	7%&-5%	-1%	94%[activator]	0&0	-3%	4%	135%[activator]
CCOC(=O)CNC(=O)N1c2ccccc2Sc2ccccc21	20%	2%	18%	6%	-2%	0	-4%	3%	53%[activator]
CCOC(=O)C1CCN(/C=C2/C(=O)NC(=O)N(c3cccc(C)c3C)C2=O)CC1	·	?	9%	-5%	-12%	1	-1%	6%	28%
CCOC(=O)C(O)(c1ccc(N(C)C(=O)c2ccc(Cl)c(Cl)c2)cc1)C(F)(F)F (stereo not drawn)	-5%[59 µM]	5%	5%	1%	-4%	1	·	22%	48%[activator]
O=C(O)CCCC[C@@H]1SC[C@@H]2NC(=O)N[C@@H]21	·	·	-3%	5%	?	0&-1	1%	0%	-72%
COc1ccc(N2CCN(CCCNC(=O)c3cnn(-c4ccc(F)cc4)c3-n3cccc3)CC2)cc1	13µM*	?	15%	5%	45µM*	-7	-1%	0%	-11%
CC(C)OP(=O)(OC(C)C)C(NCc1ccccc1)c1ccccc1 (stereo not drawn)	-48%	-6%	1%	-9%	-6%	-1	4%	1%	25%
CCN1CCN(C(=O)COc2ccc(S(=O)(=O)NC(C)C)cc2)CC1	?	-6%	-11%	·	-3%	1	·	-13%	34%[activator]
C=CCn1c(=O)c(C=Nc2c(OC)cccc2[N+](=O)[O-])c(O)n(CCCC)c1=O	-17%[59 µM]	?	-1%	i	-13%	-6	-7%	?	6%
COC(=O)C1=COC(C)C2CN3CCC4(C(=O)Nc5ccccc54)C3CC12 (stereo not drawn)	27%[12.7 µM]	-25%	-1%	-3%	-18%	-3	19%	1%	39%[activator]
CCn1c(O)c(/C=N/NC(=O)c2ccccc2)c(=O)n(CC)c1=S	·	?	23%	-1%	-24%	-2	11%	?	26%
COC(=O)C1=C(c2ccccc2)C[C@@H]2CC[C@H]1N2C(=O)NCc1ccc(C(F)(F)F)cc1	·	·	-9%	-2%	8%	6	4%	-2%	57%[activator]
C=CCN1CCC2(C)c3cc(O)ccc3CC1C2C (stereo not drawn)	19%[12.7 µM]	·	37%[activator]	-2%	-16%	4	1%	·	28%
O=C(Cc1ccccc1)N1CCN(Cc2cccnc2)CC1	6.3µM*	32µM*	0%	i	4.5µM*	5	-3%	-20%	-45%
